CCT modulator = changes cytosolic chaperonin activity; AID 651819; purified chaperonin ATPase assay, HTRF ADP detection, 30 min; hit rate 0.3% among 360,000; activity change, % (concentration not given with the values), hits read low; in the data active = activity change below about -30%; note: % is set by controls: 0 for no effect and ±100 for the full control effect
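We incubate TRiC, 40 or 20 nM final, with library compounds at 76 uM and 10 uM ATP for 30 min at 37 °C. ADP formed is detected with Transcreener HTRF reagents after 30 min at room temperature.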
PTHR1 agonist = PTHR1 (human) receptor agonism; Q03431; hit rate 0.075% among 410,000; Potency, µM (highest dose often 115 µM), inactives show at the highest dose activation, most hits filed as activators; HEK293 GP2 PTHR1 cells, GloSensor cAMP luminescence, 1 h; AID 743266; note: potency is the fitted concentration of half-maximal effect; nearly all actives have a fitted effect of over 55% in size; some results filed as inactive show a strong effect at the top dose; inactives centre near -15; many of its hits are not listed in these tables
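HEK-293-derived GP2 cells expressing PTHR1 and a GloSensor cAMP reporter, 3,000/well, plated overnight, given luciferin plus IBMX (each 0.5 mM as added) for 1 h at 37 °C, then compound for 1 h at 37 °C. Luminescence was read after 15 min at room temperature.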
pAkt inh = Akt phosphorylation inhibition. hit rate 0.32% among 360,000. AID 651550. activity change, % for hits at 50 µM. Neuro2A IGF-stimulated pAkt S473 HTRF, 20 min; active compounds read low; in the data active = activity change below about -80%; inconclusive = mostly about -51% to -80%; note: % is set by controls: 0 for no effect and ±100 for the full control effect
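Neuro2A cells (4,500/well, DMEM with 0.5% FBS) were treated with compound at a single 50 µM final concentration, stimulated with 6 nM IGF for 20 min at 37 °C, and lysed. Phospho-Akt Ser473 was read by HTRF as 665/615 ratio ×10^4.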
EPAC2 antag = antagonists of human EPAC2; Q8WZA2; EPAC2 GEF exchange of Rap1B-BODIPY-GDP, fluorescence; Potency, µM (titrated, usually from 114 µM), without a hit: top-dose activity, negative = inhibition, actives largely listed as inhibitors; hit rate 0.18% among 360,000; note: potency is the fitted concentration of half-maximal effect; % is set by controls: 0 for no effect and ±100 for the full control effect; nearly all actives have a fitted effect of over 45% in size; many of its hits are not listed in these tables
Target sequence (Q8WZA2 whole entry, looked up): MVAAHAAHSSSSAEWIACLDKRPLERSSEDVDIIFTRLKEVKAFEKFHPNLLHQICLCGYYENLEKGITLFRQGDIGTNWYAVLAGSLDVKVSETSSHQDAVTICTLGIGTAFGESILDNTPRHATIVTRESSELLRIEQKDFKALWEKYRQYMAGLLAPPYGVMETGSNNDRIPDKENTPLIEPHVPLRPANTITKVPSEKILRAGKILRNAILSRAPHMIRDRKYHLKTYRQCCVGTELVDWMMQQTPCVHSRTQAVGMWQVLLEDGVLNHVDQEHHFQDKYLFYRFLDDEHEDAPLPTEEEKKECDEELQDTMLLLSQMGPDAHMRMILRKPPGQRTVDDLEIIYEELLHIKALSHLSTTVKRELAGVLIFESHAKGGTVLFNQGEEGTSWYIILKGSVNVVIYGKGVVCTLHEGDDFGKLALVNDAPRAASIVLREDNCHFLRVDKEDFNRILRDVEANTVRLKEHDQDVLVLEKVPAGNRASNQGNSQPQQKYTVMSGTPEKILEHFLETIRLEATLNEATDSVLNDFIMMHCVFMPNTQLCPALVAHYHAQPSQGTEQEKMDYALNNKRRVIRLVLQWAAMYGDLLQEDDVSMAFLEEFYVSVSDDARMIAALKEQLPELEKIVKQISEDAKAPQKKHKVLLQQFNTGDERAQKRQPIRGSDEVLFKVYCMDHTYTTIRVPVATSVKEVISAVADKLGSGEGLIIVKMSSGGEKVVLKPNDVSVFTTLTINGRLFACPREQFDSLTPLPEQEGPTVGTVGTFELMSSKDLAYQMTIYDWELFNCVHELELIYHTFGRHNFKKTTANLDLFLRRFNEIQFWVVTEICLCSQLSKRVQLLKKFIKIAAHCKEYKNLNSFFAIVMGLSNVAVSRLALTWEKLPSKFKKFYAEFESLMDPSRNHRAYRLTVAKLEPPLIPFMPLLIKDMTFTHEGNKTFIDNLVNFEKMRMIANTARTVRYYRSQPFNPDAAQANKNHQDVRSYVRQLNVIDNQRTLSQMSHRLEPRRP
DRD3 agonist = agonists of human D3 dopamine receptor | max activation, % | hit rate 0.58% among 410,000 | D3R DiscoveRx beta-arrestin cells, luminescence, 90 min | P35462; in the data active = max activation above about 30%; note: 0% is about no effect; mostly tested at two doses, the higher about 12 µM
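Cells at 1500/well, incubated overnight, then treated with pinned compounds (dopamine as control) for 90 min at 37 degrees C. DiscoveRx reagent added for 30 - 60 minutes at room temperature; luminescence read.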
EPAC2 ag = activates human EPAC2 exchange factor. hit rate 0.079% among 360,000. EPAC2 activation, biochemical qHTS; response scale: 100% = 6.5 mM cAMP response. Q8WZA2. Potency, µM (series often up to 154 µM), inactives show at the top dose activation, hits mostly activators; note: potency is the fitted concentration of half-maximal effect; nearly all actives have a fitted effect of over 50% in size
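qHTS, titration series. 100 nM EPAC2 / 250 nM Rap1B-BODIPY-GDP / 50 uM GDP; RT; ex 480/em 540 nm, 5-min reads to 30 min. Norm. to 6.5 mM cAMP = activation.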
Mm-Cpn inhibitor = M. maripaludis TRiC chaperonin inhibition; purified Mm-Cpn ATPase, ADP Transcreener TR-FRET; Potency, µM (highest dose often 76.9 µM), without a hit: top-dose activity, negative = inhibition, actives largely listed as inhibitors; hit rate 0.031% among 330,000; AID 504842; note: potency is the fitted concentration of half-maximal effect; % is set by controls: 0 for no effect and ±100 for the full control effect; nearly all actives have a fitted effect of over 80% in size
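Measured: ADP formation by purified Mm-CPN. Conditions: 25 nM protein, 10 uM ATP, Tris pH 7.4 with Mg2+, K+ and DTT, 37°C for 30 min. Detection: Transcreener HTRF after 30 min at room temperature.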
D3 antag = D3 dopamine receptor (human) antagonism; D3R cells, DiscoveRx beta-arrestin luminescence, antagonist mode; active compounds read low; max response, negative = inhibition, %; hit rate 2.5% among 360,000; AID 652054; in the data active = max response below about -50%; inconclusive = no clear call, values can overlap the other calls; note: % is set by controls: 0 for no effect and ±100 for the full control effect; mostly tested at two doses, the higher about 12 µM
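Cells plated overnight at 1500 cells/well, then exposed to library compounds with dopamine controls for 90 minutes at 37 degrees C. DiscoveRx reagent added for 30–60 minutes at room temperature; luminescence read, quantitative HTS format.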
An asterisk follows results filed as active; i = inactive; ? = inconclusive; nt = not tested or not shown; & = joins results of further samples; [ ] = dose if it differs, or a comment. Unless noted, calls come from the whole dose curve; as a rule, active = well fitted curve in the direction sought with a large enough effect; inconclusive = small, poorly fitted or top-dose-only effect, or another doubt; inactive = no such curve, though single readings can be large; an effect the other way counts as inactive or inconclusive. A portion of the library, so the mix of outcomes need not match the whole.

SMILES	CCT modulator	PTHR1 agonist	pAkt inh	EPAC2 antag	DRD3 agonist	EPAC2 ag	Mm-Cpn inhibitor	D3 antag
O=C(NC1CCCc2c1cnn2-c1ccccc1F)c1ccccn1 (stereo not drawn)	0.8	-26%	i	-18%	-3	11%	-2%	-16
CCOc1ccc(NS(=O)(=O)c2c(C)nc3sc(CC)nn3c2=O)cc1	-2.7	-7%&-4%	i	-8%	0&-3	11%	1%	-53*
O=C(CCl)N1c2ccccc2Sc2ccc3ccccc3c21	1.2	-37%[inhibitor]	i	-28%	-12	10%	nt	?
CN1CCc2c(sc3nc(NN)n(Cc4ccccc4)c(=O)c23)C1	0.4	-9%	i	9%	19	-5%	1%	3
COc1ccc(N2CCN(c3oc(COc4ccccc4)nc3C#N)CC2)cc1	-2.8	-9%[57.5 µM]	i	-2%	0	7%	1%	11
COc1ccccc1CNC(=O)c1ccc2c(=O)n(CC3CCCO3)c(=S)[nH]c2c1 (stereo not drawn)	-2.7	-28%	i	-2%	-7	16%	0%	-12
C[C@@H]1CN([C@@H](C)CO)C(=O)CCCn2nncc2CO[C@@H]1CN(C)C(=O)Nc1ccc(N2CCCCC2)cc1	2.1	-15%	i	-4%	-4	-10%	nt	3
CC(C)Sc1nc2c([nH]1)c(=N)ncn2Cc1ccccc1	-3.7	?	i	-2%	4	13%	-4%	-6
COc1ccc(CCN2CCCC(CN(C)C(=O)c3ccoc3)C2)cc1 (stereo not drawn)	1.0	i	i	-9%	-5	-4%	3%	3
CCN(CC)CCN(C(=O)c1ccc(Br)s1)c1nc2cc3c(cc2s1)OCCO3	1.3	i	i	13%	-13	-1%	0%	-16
O=C1NCCCC1C(=O)N1CCCCC1 (stereo not drawn)	2.0	i	i	0%	-3	4%	1%	5
Clc1ccc2nnc(Cl)n2n1	-1.6	-20%	i	5%	-25	11%	0%	-6
Cc1cccc(N2CCN(C(=O)CNC(=O)Cc3ccccc3)CC2)c1C	1.1	-90%[inhibitor]	i	-11%	12	0%	0%	3
Cc1ccc(NS(=O)(=O)c2cc(-c3n[nH]c(=O)c4ccccc34)ccc2C)cc1	-1.7	-43%[inhibitor]	i	0%	2	-1%	1%	24
O=C(CNCc1ccccc1)NCCCN1CCCC1=O	1.6	i	i	2%	-16	4%	0%	-15

Single records, as listed above.
COc1ccc(CCN2CCCC(CN(C)C(=O)c3ccoc3)C2)cc1 (stereo not drawn) is listed as CCT modulator: 1.0; PTHR1 agonist: i; pAkt inh: i; EPAC2 antag: -9%; DRD3 agonist: -5; EPAC2 ag: -4%; Mm-Cpn inhibitor: 3%; D3 antag: 3
COc1ccc(N2CCN(c3oc(COc4ccccc4)nc3C#N)CC2)cc1 is listed as CCT modulator: -2.8; PTHR1 agonist: -9%[57.5 µM]; pAkt inh: i; EPAC2 antag: -2%; DRD3 agonist: 0; EPAC2 ag: 7%; Mm-Cpn inhibitor: 1%; D3 antag: 11

(further entries)
SMILES	CCT modulator	PTHR1 agonist	pAkt inh	EPAC2 antag	DRD3 agonist	EPAC2 ag	Mm-Cpn inhibitor	D3 antag
COC(=O)c1ccc(C(=O)OC)c(NC(=S)N2CCC(C(N)=O)CC2)c1	-1.2	-1%	i	17%	8	-1%	1%	4
COc1ccc(NC(=O)CN2CCOCC2)cc1	-1.8	i	i	18%	-1	-2%	-3%	-3
O=C(COc1ccccc1)Nc1nnc(S(=O)(=O)N2CCCCC2)s1	2.0	-6%	i	7%	-11	-5%	0%	-3
O=C(c1cnn(C(=O)c2cccc(S(=O)(=O)N3CCOCC3)c2)c1)c1cc(Cl)cc(Cl)c1O	-3.0	-9%	i	-16%	4	-1%	-3%	0
Cc1c(Cc2ccccc2)c(NCCCO)n2c(nc3ccccc32)c1C#N	-0.9	-56%[inhibitor]	i	4%	-16	2%	-2%	14
O=C(NS(=O)(=O)c1ccccc1[N+](=O)[O-])c1ccccc1	1.1	-42%[inhibitor]	i	-15%	-1	1%	-1%	-1
COc1cc(CCCN2C(N)=NC[C@@H]2Cc2ccc(O)cc2)cc(OC)c1OC	0.9	-24%	i	-8%	5	3%	-2%	42
O=C(Nc1ccccc1C(=O)N1CCN(c2cccc(Cl)c2)CC1)C1=CSCCO1	0.1	i	i	-12%	-16	12%	-6%	2
COc1cc2ncnc(NCc3ccccc3C)c2cc1OC	-3.1	-12%	i	10%	-5	2%	0%	17
CCNC(=O)C1CC(=O)N(c2ccc(OCC)cc2)C1 (stereo not drawn)	0.5	i	i	2%	2	-2%	3%	-23
CC(C)CN1C(=O)C(=O)N(CC(=O)c2ccc3c(c2)OCO3)C1=O	-1.1	i	i	11%	-3	12%	-1%	4
CCNc1nc(NCC)n2c(SCC(=O)Nc3ccccc3[N+](=O)[O-])nnc2n1	-0.5	i	i	-3%	5	13%	-1%	-6
CCC(COC)NC(=O)CCc1nnc(Cc2c[nH]c3ccccc23)o1 (stereo not drawn)	-0.5	-20%	i	-8%	0	0%	2%	-7
O=C(CS(=O)(=O)c1ccccc1)N1CCCCC1	-0.3	-6%	i	23%	2	3%	-1%	-6
CC1=CC(C)(C)N(S(=O)(=O)c2ccc(F)cc2)c2ccc(C)cc21	1.9	-21%	i	-2%	-9	3%	0%	-13
Cc1cc(=O)oc2cc(OCc3nnc(-c4ccccc4Br)o3)ccc12	3.5	i	i	5%	0	-5%	?	18
COc1cc(OC)cc(OCC(O)Cn2cnc3cc(C)c(C)cc32)c1 (stereo not drawn)	-0.7	-87%[inhibitor]	i	1%	4	-1%	1%	19
CN(CCC(=O)c1ccccc1)CCC(=O)c1ccccc1	-0.5	-2%	i	-3%	-11	12%	2%	-11
CCOC(=O)N1CCC(N2Cc3cccc(C(=O)Nc4c(C)cccc4CC)c3C2=O)CC1	-0.3	i	i	-23%	20	-2%	1%	5
CC(=O)/C(=N/Nc1ccc(Br)cc1)N1CCCc2ccccc21	-2.1	-15%	i	-1%	-8	12%	1%	-29
COCc1[nH]nc2c1C(c1ccnc3ccccc13)C(C#N)=C(N)O2 (stereo not drawn)	-1.9	-5%[57.5 µM]	i	-6%	-8	12%	2%	-18
Cc1cccc2c3c([nH]c12)CCN(C)C3	-2.7	i	i	1%	-19	0%	2%	?
CC(=O)c1c(C)nc(-c2ccc(Cl)cc2)nc1NC(=O)C(C)C	-74*	i	i	-9%	4	-7%	-1%	-20
O=S(=O)(c1ccccc1)n1c(C(O)c2ccccn2)cc2ccccc21 (stereo not drawn)	-7.0	i	i	9%	3	2%	0%	15
CC(=O)Nc1ccc(NC(=O)C(C)OC(=O)CCSc2ccccc2Cl)cc1 (stereo not drawn)	2.0	i	i	-13%	0	-8%	2%	0
COC(=O)[C@@]12CCCCN1[C@H](c1ccc(-c3ccccc3)c(OC)c1)[C@H]1C(=O)N(C)C(=O)[C@H]12	-2.4	i	i	6%	3	7%	1%	-5
Fc1ccc(OCc2nn[nH]n2)c(F)c1	0.6	-6%	i	4%	0	8%	0%	-10
Cn1c(=O)c2c(-c3ccccc3)n(-c3cc(Cl)c([N+](=O)[O-])cc3O)cc2n(C)c1=O	-1.1	-23%	i	-7%	-11	13%	nt	-9
Cc1ccc(-c2nc(N/N=C/c3ccncc3)c3ccccc3n2)cc1	-4.8	-38%[inhibitor][57.5 µM]	i	-10%	7	8%	6%	17
CSc1nc(N)nc(SCC(=O)C23CC4CC(CC(C4)C2)C3)c1C#N	1.4	-40%[inhibitor][57.5 µM]	i	-7%	17	0%	-4%	55
COc1ccccc1/C=C/C=N/n1c(-c2ccccc2)n[nH]c1=S	0.8	i	i	-1%	-11	-7%	0%	-17
CC(=O)CC1c2cc(F)ccc2C=C(c2ccsc2)N1c1ccc(-c2ccc(C(N)=O)cc2)cc1 (stereo not drawn)	0.1	-16%	i	-15%	6	2%	nt	-5
CC(=O)Nc1ccc(C(=O)CN2C(=O)CSC2=O)cc1	1.5	-67%[inhibitor]	i	0%	1	-7%	1%	14
O=C(NCc1ccc(S(=O)(=O)NC2CCCCC2)s1)c1ccccc1	0.4	-18%	i	-3%	-12	0%	-1%	-7
Cc1cc(C2=NNC(=NCCc3ccccc3)SC2)c(C)n1-c1c(C)n(C)n(-c2ccccc2)c1=O	-1.3	i	i	3%	7	-8%	-2%	0
S=c1nc[nH]c2c1[nH]c1ccc(Cl)cc12	-1.2	-20%	i	12%	1	10%	-11%	-21

Compounds listed so far with an NH in an aromatic ring (9):
SMILES	CCT modulator	PTHR1 agonist	pAkt inh	EPAC2 antag	DRD3 agonist	EPAC2 ag	Mm-Cpn inhibitor	D3 antag
COc1ccccc1CNC(=O)c1ccc2c(=O)n(CC3CCCO3)c(=S)[nH]c2c1 (stereo not drawn)	-2.7	-28%	i	-2%	-7	16%	0%	-12
CC(C)Sc1nc2c([nH]1)c(=N)ncn2Cc1ccccc1	-3.7	?	i	-2%	4	13%	-4%	-6
Cc1ccc(NS(=O)(=O)c2cc(-c3n[nH]c(=O)c4ccccc34)ccc2C)cc1	-1.7	-43%[inhibitor]	i	0%	2	-1%	1%	24
CCC(COC)NC(=O)CCc1nnc(Cc2c[nH]c3ccccc23)o1 (stereo not drawn)	-0.5	-20%	i	-8%	0	0%	2%	-7
COCc1[nH]nc2c1C(c1ccnc3ccccc13)C(C#N)=C(N)O2 (stereo not drawn)	-1.9	-5%[57.5 µM]	i	-6%	-8	12%	2%	-18
Cc1cccc2c3c([nH]c12)CCN(C)C3	-2.7	i	i	1%	-19	0%	2%	?
Fc1ccc(OCc2nn[nH]n2)c(F)c1	0.6	-6%	i	4%	0	8%	0%	-10
COc1ccccc1/C=C/C=N/n1c(-c2ccccc2)n[nH]c1=S	0.8	i	i	-1%	-11	-7%	0%	-17
S=c1nc[nH]c2c1[nH]c1ccc(Cl)cc12	-1.2	-20%	i	12%	1	10%	-11%	-21

Screens: PubChem, National Center for Advancing Translational Sciences (NCATS)
